# Screens deposited in PubChem BioAssay by several laboratories.
# DAGLB inh = diacylglycerol lipase beta (human) inhibition; inhibition, % at 5.17 µM; AID 504411; HEK293T DAGLB membrane lysate, EnzChek fluorogenic substrate; actives 0.059% (n = 340,000); in the data active means inhibition above about 34%;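 further: 0% = enzyme with vehicle and 100% = wells lacking enzyme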
# HTR5A inv ctr = HTR5A inverse agonism, opioid heterodimer counter-screen. P47898. HTR5A cell line, luminescence. inhibition, % at 9.3 µM. actives 0.083% (n = 340,000). AID 504634; in the data active means inhibition mostly above about 23%, no sharp cut-off; inactive means mostly below about 18%;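 further: 0% = cells with DMSO and 100% = no-cell wells with DMSO; some compounds called inactive have numbers as strong as hits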
# AddAB inh = less growth of phage-infected E. coli with AddAB. E. coli expressing H. pylori AddAB, absorbance growth. inhibition, % at 11.9 µM. AID 435030. actives 0.29% (n = 330,000); in the data active means inhibition above about 12%;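 further: 0% = vehicle wells of infected cells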
# PKA-R2B activ = PKA-R2B complex activation; actives 0.079% (n = 340,000); AID 504700; PKA-R2B holoenzyme dissociation, Cy5-IP20 fluorescence polarization; R2B truncated from residue 108, S112A mutant; 0% DMSO only, 100% 113 µM cGMP; P22694+P31323; activation, % at 11.4 µM;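 active means activation above a cutoff set at the mean over all compounds plus 3 SD, cut at about 18% in these data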;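 further: higher means more holoenzyme dissociation and a rise in polarization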
# Target sequence (P31323 whole entry, looked up, other chains not shown, the tested form may be a part): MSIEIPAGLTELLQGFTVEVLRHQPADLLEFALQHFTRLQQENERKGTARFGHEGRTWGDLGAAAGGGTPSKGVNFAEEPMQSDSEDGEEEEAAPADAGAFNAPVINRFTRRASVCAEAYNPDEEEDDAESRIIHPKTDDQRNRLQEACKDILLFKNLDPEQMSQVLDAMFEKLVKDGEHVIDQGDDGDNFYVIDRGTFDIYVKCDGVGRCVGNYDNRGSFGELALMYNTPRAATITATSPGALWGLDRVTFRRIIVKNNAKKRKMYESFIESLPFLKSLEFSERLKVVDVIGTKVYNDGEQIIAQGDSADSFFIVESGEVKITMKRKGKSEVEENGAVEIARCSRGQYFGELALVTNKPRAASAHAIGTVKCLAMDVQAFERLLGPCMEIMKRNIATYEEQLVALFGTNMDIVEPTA
# E coli growth = reduces bacterial viability in AddAB counter-screen; E. coli V3065 growth, OD600 absorbance, 18 h; inhibition, % at 11.9 µM; actives 0.27% (n = 330,000); AID 449728;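 active means inhibition above the campaign's mean inhibition across all tested compounds plus 3 SD, cut at about 9.9% in these data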;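 further: uninfected addAB+ strain grown without phage in ampicillin broth; 0% = DMSO wells and 100% = ciprofloxacin 0.95 µg/ml wells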
# CDK5 inh = blocks human CDK5/p35 kinase activity | actives 0.01% (n = 330,000) | inhibition, % at 10 µM | AID 488839 | Recombinant CDK5/p35, ADP-Glo luminescence, 60 min;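 active means highest replicate inhibition of at least 50% and at least 75% of replicates reaching 50%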;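 further: plate controls were DMSO neutral control for no effect and GW8510 at 10 µM for full effect; many of its hits are not listed in these tables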
# Target sequence (Q00535 whole entry, looked up): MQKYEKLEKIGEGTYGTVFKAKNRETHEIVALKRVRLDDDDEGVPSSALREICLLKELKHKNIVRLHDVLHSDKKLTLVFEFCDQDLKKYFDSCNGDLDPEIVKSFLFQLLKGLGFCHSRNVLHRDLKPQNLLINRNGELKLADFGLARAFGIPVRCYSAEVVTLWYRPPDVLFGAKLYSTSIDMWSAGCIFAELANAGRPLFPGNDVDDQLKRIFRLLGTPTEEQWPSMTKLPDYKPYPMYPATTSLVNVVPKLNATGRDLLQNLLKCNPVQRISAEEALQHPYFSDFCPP
# Target sequence (Q15078 whole entry, looked up): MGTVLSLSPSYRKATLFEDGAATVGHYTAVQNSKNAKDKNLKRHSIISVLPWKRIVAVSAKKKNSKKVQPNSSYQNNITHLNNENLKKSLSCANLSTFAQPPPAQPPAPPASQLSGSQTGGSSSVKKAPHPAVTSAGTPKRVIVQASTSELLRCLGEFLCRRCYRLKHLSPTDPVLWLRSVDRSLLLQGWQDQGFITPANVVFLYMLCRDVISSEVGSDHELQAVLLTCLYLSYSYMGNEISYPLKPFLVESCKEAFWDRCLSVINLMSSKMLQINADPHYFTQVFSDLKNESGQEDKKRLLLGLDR
# phage Ecoli inh = E. coli growth loss with phage present. growth absorbance. AID 651602. actives 0.26% (n = 360,000). inhibition, % at 11.9 µM; in the data active means inhibition above about 11%
# Tat transport = inhibitors of E. coli Tat protein transport. inhibition, % at 10 µM. E. coli MC4100 TorA-mCherry Tat export, fluorescence. actives 0.036% (n = 340,000);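 active means mean replicate inhibition at least 50% and at least half of replicates individually reaching 50%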;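 further: exported cargo escapes ClpAP degradation while cytoplasmic cargo is degraded and loses fluorescence; 0% = median of neutral control wells and 100% = median of NaSCN control wells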
# Mot1-301 SUMO = blocks SUMOylation pathway, rescuing yeast Mot1-301 growth; S. cerevisiae Mot1-301 growth rescue, ATP luminescence, 38.5C; percent above DMSO median, 100 means doubled; growth rescue, % at 18.8 µM; actives 1% (n = 320,000); AID 2716;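 active means every valid replicate shows activation above 250% relative to neutral control wells; inactive means the rest, any valid replicate at or below 250%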;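 further: OY570 slx delta 5 strain wells were the positive control but not used for scaling; some compounds called inactive have numbers as strong as hits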
# HTR5A ag = activates human HTR5A in OPRM1-OPRD1 agonist counter-screen | P47898 | HTR5A agonist assay, luminescence, cell-based | activation, % at 9.3 µM | actives 0.61% (n = 340,000); in the data active means activation mostly above about 9.5%, no sharp cut-off; inactive means mostly below about 7.6%;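 further: 0% = cells with vehicle only and 100% = reference agonist; strong numbers were not always called active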
# PKA-R1A act = activators of PKA-R1A complex; PKA-R1A dissociation, Cy5-IP20 fluorescence polarization; scaled: DMSO 0%, 113 µM cGMP 100%; AID 504707; actives 0.083% (n = 340,000); P00514+P68181; activation, % at 11.4 µM;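 active means percent activation above the mean of all tested compounds plus 3 SD, cut at about 19% in these data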;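 further: higher means more PKAc released from R1A so a rise in polarization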
# Starred values were filed as active, the others as inactive; . = no result given; & = joins results of further samples.
SMILES,DAGLB inh,HTR5A inv ctr,AddAB inh,PKA-R2B activ,E coli growth,CDK5 inh,phage Ecoli inh,Tat transport,Mot1-301 SUMO,HTR5A ag,PKA-R1A act
COc1ccc(CC2(CO)CCN(C/C=C/c3ccccc3OC)CC2)cc1,-5,15,1.5,5,-0.4,-0.2,3.3,0,26,0,-20
Fc1ccc(NC(=S)NCCN2CCOCC2)cc1,-1,-1,3.0,-2,-1.0,0.4,5.0,-1,110,1,-4
O=C(N/N=C/c1ccccc1OCC(=O)N1CCCC1)C(=O)Nc1ccccc1F,-2,6,0.2,-8,-0.6,-0.8,3.2,1,-7,-2,4
Cc1cccc(-n2ncc3c(NCc4ccco4)ncnc32)c1,-3,-3,6.0,-6,1.5,-0.9,-1.4,-4,148,-1,-10
COCCCNC(=O)Cn1nnc(-c2ccccc2NC(=O)c2ccc(F)cc2)n1,0,2,-3.0,7,-2.2,-8.6,1.2,-17,11,-1,-2
COc1ccc(Cl)cc1C(=O)OCC(=O)N1CCCC(C)C1 (stereo not given),-4,11,-0.2,-8,-2.2,0.5,3.3,4,8,-3,-13
NC(=O)c1cc2ccccc2o/c1=N/NC(=O)c1cccs1,0,12,2.9,14,0.6,-1.6,3.2,-1,.,-4,-3
O=C(COc1ccc(F)cc1Br)N1CCN(S(=O)(=O)/C=C/c2ccccc2)CC1,0,-5,4.8,0,-1.8,-0.1,0.9,3,9,8,4
COc1ccc(OC)c(/C=N/N=C2\SCC(=O)N2Cc2ccco2)c1,-4,1,1.0,-14,0.7,1.6,2.0,-2,12,0,4
CCC(CO)Nc1nc2ccc(Cl)cc2c2ccccc12 (stereo not given),-3,-6,0.6,-1,-1.0,0.1,-2.1,6,25,1,-6

# By substructure: the compounds so far with a furan ring, fused or not (2)
SMILES,DAGLB inh,HTR5A inv ctr,AddAB inh,PKA-R2B activ,E coli growth,CDK5 inh,phage Ecoli inh,Tat transport,Mot1-301 SUMO,HTR5A ag,PKA-R1A act
Cc1cccc(-n2ncc3c(NCc4ccco4)ncnc32)c1,-3,-3,6.0,-6,1.5,-0.9,-1.4,-4,148,-1,-10
COc1ccc(OC)c(/C=N/N=C2\SCC(=O)N2Cc2ccco2)c1,-4,1,1.0,-14,0.7,1.6,2.0,-2,12,0,4

# (listing goes on)
SMILES,DAGLB inh,HTR5A inv ctr,AddAB inh,PKA-R2B activ,E coli growth,CDK5 inh,phage Ecoli inh,Tat transport,Mot1-301 SUMO,HTR5A ag,PKA-R1A act
COc1cc(NC(=O)c2ccc(N)nc2)cc(C(=O)Nc2cccc(C(F)(F)F)c2)c1,7&10,-16,-0.3,-6&-4,-0.3,2.7,1.2&1.4,-1,-9,6,4&-11
COc1cc(O)c(C(=O)/C=C/c2ccccc2)c(OC)c1,-5,-13,2.7,-5,-1.7,-0.1,1.9,-2,1,-6,-13
COc1cccc(NC(=O)N2CCCC2C(=O)NC2CC2)c1 (stereo not given),0,9,4.6,0,1.7,-0.2,0.3,-8,6,3,-17
CCOC(=O)c1ccc(Oc2ccc(C(F)(F)F)cn2)cc1,-25,1,-0.8,-2,0.1,-0.5,3.6,3,0,0,9
O=C(O)CC/C(=N\NC(=O)c1ccncc1)c1ccccc1,-1,0,-1.2,-11,-0.7,-2.0,1.6,-3,-12,0,-6
CCN(CC)C(=O)CSc1nc(O)c(Cc2ccc(OC)cc2)c(=O)[nH]1,0,-1,2.2,0,0.4,0.6,3.0,-13,-9,0,-6
CCCc1nc(SCC(=O)NCC2CCCO2)c2c(=O)n(C)c(=O)n(C)c2n1 (stereo not given),0,-5,-0.2,4,-1.3,0.2,2.1,3,357,2,-7
CCS(=O)(=O)c1nc(S(=O)(=O)c2ccc(Cl)cc2)c(NCc2ccccn2)s1,-1,-16,2.6,-11,2.2,0.2,2.5,1,-4,-3,-8
O=C(Cn1nc(Cc2cccnc2)c2ccccc2c1=O)Nc1cccnc1Cl,1,-10,2.3,-1,-2.6,1.6,4.2,2,4,4,3
CCOC(=O)c1ccc(S(=O)(=O)NCCNCc2ccccc2)cc1,-3,2,-0.2,-7,-0.5,1.2,-1.4,22,-2,-1,-9
C=CCCCCCCCCC(=O)Nc1c[nH]c(=O)[nH]c1=O,1,-12,3.7,1,1.0,0.6,2.3,7,1,2,-16
O=C(NCCNC(=O)Oc1cccc2ccccc12)Oc1cccc2ccccc12,2,2,.,3,.,1.4,3.1,-3,.,0,6
CCN(CC)CC(=O)Nc1ccc([N+](=O)[O-])cc1,-1,0,0.9,-4,0.2,-0.5,4.9,2,82,0,-8
CC(=O)Nc1ccc(NC(=O)CSc2nnnn2-c2ccc(F)cc2)cc1,0,-13,0.7,-5,0.7,0.1,3.3,17,0,4,-1
CNC(=O)Nc1nnc(C(C)(C)C)s1,1,12,-0.3,6,0.1,0.5,1.8,2,57,1,11
O=c1cc(O)c2sc(Nc3ccc(F)cc3)nc2[nH]1,15,-11,1.6,-6,-0.3,2.0,3.2,-13,56,1,-2
CCCC(C)c1nc(C(N)=O)c2[nH]c(=O)n(-c3ccc(OC)c(OC)c3)c2n1 (stereo not given),2,-6,1.1,2,1.2,-2.1,2.8,-5,144,0,-1
Cc1nn(-c2ccccc2)c2c1C(=O)N(c1ccccc1)C(=O)C(C)(C)C2,-1,-7,3.2,7,1.6,0.0,1.7,7,8,2,-6
COc1ccc(CN2C(=O)c3cccc4cccc2c34)cc1F,-3,5,2.0,-3,2.0,-4.6,4.2,2,-32,-1,1
O=C(O)c1cccc(S(=O)(=O)Nc2ccc(N3CCCCC3)cc2)c1,5,3,-3.4,-6,-1.5,0.3,-0.2,5,-2,-1,-13
CCc1ccc(C2(O)CC(C(F)(F)F)=NN2C(=O)Cc2ccc([N+](=O)[O-])cc2)cc1 (stereo not given),-13,-16,0.8,-3,0.2,0.7,2.2,10,8,2,3
CC(NC(N)=O)C(=O)OCC(=O)c1ccc(-c2ccccc2)cc1 (stereo not given),-1,5,-0.3,-6,0.7,0.2,-0.7,1,-3,-2,-3
COc1ccccc1/C=C/C(=O)NCC(=O)N/N=C/c1cccnc1,3,18,1.0,-3,0.9,-0.3,1.7,-4,25,2,3
CC(=O)c1cccc(CN2CCN(Cc3ccccc3)C(CCO)C2)c1 (stereo not given),3,-17,0.7,0,-0.8,1.0,4.6,6,-5,6,2
CC(C)C(=O)Nc1ccc(-c2csc(-c3ccccc3)n2)cc1,-6,6,1.1,-13,0.4,-1.0,0.6,13,-20,8,-13
CC(C)C(NC(=O)c1ccc(C(C)(C)C)cc1)C(=O)NCCc1ccccn1 (stereo not given),-12,-4,1.7,6,1.5,0.9,-0.5,4,2,1,-8
COc1cc(C(=S)N2CCCCC2)ccc1O,0,-15,-0.8,-1,1.4,2.7,1.1,-3,-4,6,-2
Cc1ccc(S(=O)(=O)Nc2ccc3c(c2)nc(CCN2CCCC2)n3C)cc1,0,-6,1.0,3,-0.9,0.5,2.4,-5,4,1,2
O=C(c1cccc2cccc(O)c12)N1CCCCC1,0,-12,-0.7,0,-0.3,-5.7,4.0,4,16,3,0
COc1ccc(C(=O)NCC(=O)O)cc1,-2,-1,1.2,3,0.5,0.9,1.7,-9,-20,3,-7
COc1ccc(C2N=C(c3ccccc3)C(C)(C)N2O)cc1OC (stereo not given),-5,-31,1.1,-7,2.0,-0.9,3.4,12,-8,3,-6
CNc1oc(-c2ccc(Cl)cc2)nc1P(=O)(c1ccccc1)c1ccccc1,0,-14,1.1,3,-0.2,0.2,-0.7,11,-21,7,-3
Oc1[nH]c2ccccc2c1N=Nc1ccccc1,-1,-4,0.8,-15,-2.0,1.6,1.3,-2,39,1,-12
COc1ccc(C(C(N)=O)c2ncc(C(F)(F)F)cc2Cl)cc1 (stereo not given),-2,4,2.7,-11,-0.2,0.5,4.1,-20,-6,-2,-4
Cc1ccc2nc(SCC(=O)NCc3ccc4c(c3)OCO4)nc(=O)n2c1,0,0,1.6,-8,3.7,-3.4,-0.2,1,-8,0,-9
Cc1ccc(S(=O)(=O)NNC(=O)c2cnn(-c3ccccc3)c2-n2cccc2)cc1,5,-13,3.3,5,-0.2,-1.3,2.8,13,-6,1,-3
COc1ccc(NC2=NC(=S)N(c3ccccc3C)C23CCCCC3)cc1,-2,-24,-0.8,2,-0.6,-1.4,0.8,-5,7,5,-5
NNc1ccc2nncn2n1,-2,-7,1.7,-7,1.3,1.3,3.9,8,9,-1,-11
O=C(CSc1ncn[nH]1)Nc1ccccc1Sc1ccccc1,0,10,-0.2,-4,-3.8,1.7,1.3,-1,0,5,-5
CCOc1ccc(CC(=O)Nc2nccs2)cc1,3,3,2.2,9,2.8,-2.1,1.2,2,0,-1,2
O=C(N/N=C/c1cccs1)c1n[nH]c2c1CCC2,4,-18,3.4,-4,-0.9,7.6,-2.9,-1,10,6,-2
O=C(COC(=O)c1cc(S(=O)(=O)Nc2ccccc2Cl)ccc1O)Nc1nc2ccccc2s1,5,-1,.,-11,.,-1.9,2.3,3,.,0,-7
CCc1ccccc1NC(=O)CSc1ncn[nH]1,-1,-3,0.8,-3,-2.6,1.5,4.2,4,-1,1,-11
CCNC(=O)CC1C(=O)N(c2ccc(C)cc2)C(=O)N1CCOC (stereo not given),3,14,0.3,-3,-1.3,-0.6,0.8,-1,-31,-4,-9
CCC1Oc2ccc(C)cc2N(CC(=O)N(Cc2cccnc2)Cc2ccc(C)o2)C1=O (stereo not given),0,-39,0.7,2,1.2,-0.1,3.1,5,-17,6,-2
Nc1nc2nc(-c3ccc(OCc4ccccc4)cc3)cc(C(F)(F)F)n2n1,-1,-17,0.0,1,-0.8,-0.4,2.7,-5,-16,3,-13
Cc1cccc(NC(=O)CNC(=O)CN2C(=O)NC(C)(CCC(C)C)C2=O)c1C (stereo not given),0,2,.,-3,.,-1.1,3.2,-8,.,-1,8
COc1cc(C#Cc2c(-c3cncn3C)n(C)c3ccc(-c4cnc(N5CCOCC5)nc4)cc23)cc(OC)c1,-3,4,1.2,3,1.6,3.4,2.5,0,-9,2,2
CSCC[C@H](N)C(=O)N1CCC(C(=O)N[C@H](C)C(=O)NC(C)c2ccccc2)CC1 (stereo not given in full),-1,28,0.7,-9,-0.7,-1.7,0.2,-2,2,0,8
CCn1c(SCC(=O)Nc2nc(C)c(C)s2)nnc1-c1cccs1,1,-7,3.0,4,1.1,1.3,1.1,-12,11,-3,-5
# (further entries)
SMILES,DAGLB inh,HTR5A inv ctr,AddAB inh,PKA-R2B activ,E coli growth,CDK5 inh,phage Ecoli inh,Tat transport,Mot1-301 SUMO,HTR5A ag,PKA-R1A act
Cc1ccc(Cl)cc1NC(=O)COC(=O)C1CCCC1,-1,-38,0.3,5,1.2,1.4,0.7,-4,14,-1,0
CCOC(=O)Nc1ccc2c(CN3C(=O)NC4(CCCC4)C3=O)cc(=O)oc2c1,0,-31,.,0,.,4.2,3.5,-5,.,11,-3
COc1ccccc1Nc1nc(N2CCOCC2)nc(N2CCOCC2)n1,-2&-2,-11&-7,2.9&3.4,-4&-3,0.1&-1.4,1.2&0.6,2.4&1.0,3&-3,-5&1,-2&-1,-8&12
CCN(CC)S(=O)(=O)c1cccc(C(=O)NCCCn2ccnc2)c1,-1,-9,1.8,7,-1.0,0.8,1.7,-3,5,-4,-5
Cc1nc(Cl)sc1C(=O)Nc1ccc(C(C)(C)C)cc1,-10,-52,3.2,-2,0.8,0.0,0.1,16,2,1,2
